D1 potentiator = Potentiators of Human D1 Dopamine Receptor: qHTS. D(1A) dopamine receptor (Homo sapiens), P21728. HEK293 TREx D1 cells, calcium flux, dopamine EC20 potentiation. potentiation, % at 10 µM. 360,000 compounds, 0.036% hits; in the data active = potentiation above about 30%; also: 0% is about no effect
Vif-APOBEC3G blk = qHTS for Inhibitors of Vif-A3G Interactions: qHTS; DNA dC->dU-editing enzyme APOBEC-3G (Homo sapiens), Q9HC16; 410,000 compounds, 0.076% hits; Potency, µM (doses to about 46.1 µM), inactives show at the top dose activity, negative = active, usual class: inhibitors; HeLa A3G-eYFP + Vif (tagged APOBEC3G with the HIV-1 protein that degrades it), YFP fluorescence, overnight; AID 602310, 2012;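 also: potency is read from the fitted curve at half-maximal effect; % is scaled to controls: 0 for no effect and ±100 for the full control effect; nearly all actives have a fitted effect of over 60% in size; hits raise eYFP signal because A3G escapes Vif-driven loss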
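HeLa cells stably expressing Vif and C-terminally eYFP-tagged A3G, seeded overnight at 37 deg C, then exposed to compound by pintool overnight at 37 deg C. Rise in yellow fluorescence (Ex 488/Em 500-530, Acumen) marks blocked Vif-driven A3G degradation.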
D1 antag = Antagonist of Human D 1 Dopamine Receptor: qHTS | D(1A) dopamine receptor (Homo sapiens), P21728 | HEK293 TREx D1 cells, calcium flux, dopamine EC80; stronger effect = lower value | activity change, negative = inhibition, % at 10 µM | 360,000 compounds, 3.2% hits | AID 504652, 2011; in the data active = activity change below about -30%; also: % is scaled to controls: 0 for no effect and ±100 for the full control effect
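Allosteric or orthosteric antagonism assessed as attenuation of the calcium response to EC80 dopamine, added 180 s after compound, in induced HEK293 Trex D1 cells loaded with no-wash calcium dye.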
D1 agonist = Allosteric Agonists of the Human D1 Dopamine Receptor: qHTS; HEK293 T-REx D1 cells, calcium flux, agonist mode; activation, % at 2 µM; 360,000 compounds, 1% hits; AID 504660, 2011; in the data active = activation above about 30%; also: 0% is about no effect
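Inducible HEK293 T-REx D1 cells, force-coupled to calcium signalling, were plated at 4000 cells/well with tetracycline and held overnight at 30 C. After no-wash calcium dye loading, compound-evoked calcium rise over 180 s flagged agonists.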
RXFP1 antagonist = qHTS Assay for Antagonists of the Relaxin Receptor RXFP1; HEK293-RXFP1, relaxin-stimulated cAMP HTRF, 30 min; stronger effect = lower value; AID 1259400, 2018; activity change, negative = inhibition, % at 57.5 µM; Relaxin receptor 1 (Homo sapiens), Q9HBX9; 350,000 compounds, 0.59% hits;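 active = activity change of -60% or lower, but not beyond a set lower limit; inconclusive = change between -60% and -40%, or beyond the set limit; inactive = change above -40%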; also: % is scaled to controls: 0 for no effect and ±100 for the full control effect
Target sequence (Q9HBX9 whole entry, looked up): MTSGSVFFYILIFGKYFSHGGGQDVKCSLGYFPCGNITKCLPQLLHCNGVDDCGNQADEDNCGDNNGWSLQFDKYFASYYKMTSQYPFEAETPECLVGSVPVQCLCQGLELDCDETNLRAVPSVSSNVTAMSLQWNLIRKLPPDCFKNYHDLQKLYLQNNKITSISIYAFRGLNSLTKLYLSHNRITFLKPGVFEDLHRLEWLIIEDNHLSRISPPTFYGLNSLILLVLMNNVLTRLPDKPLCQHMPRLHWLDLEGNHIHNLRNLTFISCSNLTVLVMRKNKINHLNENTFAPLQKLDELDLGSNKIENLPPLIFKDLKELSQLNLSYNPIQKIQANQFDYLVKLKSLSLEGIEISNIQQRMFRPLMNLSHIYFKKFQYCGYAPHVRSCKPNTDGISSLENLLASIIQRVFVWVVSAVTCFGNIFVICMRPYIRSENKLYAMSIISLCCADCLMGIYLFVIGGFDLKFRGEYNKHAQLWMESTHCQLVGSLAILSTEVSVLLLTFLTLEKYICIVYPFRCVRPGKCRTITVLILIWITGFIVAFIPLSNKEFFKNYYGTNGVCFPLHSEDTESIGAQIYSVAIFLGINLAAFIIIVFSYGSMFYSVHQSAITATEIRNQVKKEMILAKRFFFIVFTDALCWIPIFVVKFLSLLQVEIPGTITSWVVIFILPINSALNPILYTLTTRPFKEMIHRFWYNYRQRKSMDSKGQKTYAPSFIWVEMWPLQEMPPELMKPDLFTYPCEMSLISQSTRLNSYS
Glioma ERSR ind = qHTS for Inducers of the Endoplasmic Reticulum Stress Response (ERSR) in Human Glioma: qHTS; AID 602332, 2012; 420,000 compounds, 0.02% hits; U87-MG GRP78 promoter luciferase reporter, 16 h; Potency, µM, inactives show at the top dose activation, usual class: activators; also: potency is read from the fitted curve at half-maximal effect; series mostly up to about 76 µM; % of control where 0% means no effect; nearly all actives have a fitted effect of over 35% in size
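Stably transfected U87-MG human glioma cells carrying a GRP78-based luminescent sensor were seeded at 1000 cells/well, pin-dosed with compounds and incubated 16 h. Luciferase reagent was then added, and end-point luminescence was read after 10 min at room temperature.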
Vif-A3F inh = qHTS for Inhibitors of Vif-A3F Interactions: qHTS; HeLa A3F-eYFP + Vif (tagged APOBEC3F with the HIV-1 protein that degrades it), YFP fluorescence increase; Potency, µM (highest dose often 46.1 µM), inactives show top-dose activity, negative = active; 390,000 compounds, 0.2% hits; AID 602313, 2012; also: potency is read from the fitted curve at half-maximal effect; % of control where 0% means no effect; nearly all actives have a fitted effect of over 65% in size
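HeLa cells stably expressing A3F-eYFP plus Vif, plated and incubated overnight at 37 deg C, then exposed to compounds overnight at 37 deg C. Blocked degradation read as raised yellow fluorescence (Ex 488/Em 500-530).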
RXFP1 agonist = qHTS Assay for Agonists of the Relaxin Receptor RXFP1. Relaxin receptor 1 (Homo sapiens), Q9HBX9. HEK293T-RXFP1 cAMP TR-FRET, 30 min; response scale: percent of porcine relaxin response, buffer zero. Potency, µM (series often up to 57.5 µM), for inactives: at the highest dose activation, hits mostly activators. 370,000 compounds, 0.3% hits. AID 2676, 2010; also: potency is read from the fitted curve at half-maximal effect; % is scaled to controls: 0 for no effect and ±100 for the full control effect; nearly all actives have a fitted effect of over 60% in size; many of its hits are not listed in these tables
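cAMP rise read by TR-FRET after 30 min, 37C compound exposure (up to 58 uM) in RXFP1-transfected HEK293 cells with Ro 20174 present. EC50 from Hill-equation fits, with 29 nM porcine relaxin as 100% and buffer as basal.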
D2 PAM = HTS Assay for Positive Allosteric Modulators of the Human D2 Dopamine Receptor: Primary Screen for Potentiators | 340,000 compounds, 0.34% hits | potentiation, % at 10 µM | D(2) dopamine receptor (Homo sapiens), P14416 | AID 485347, 2010 | HEK293 T-REx D2, calcium flux, EC20 dopamine potentiation;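 active = potentiation over 3 SD above the plate norm, cut at about 30% in these data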; also: 0% is about no effect
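Using a no-wash calcium dye in inducible, force-coupled HEK293 Trex cells expressing D2, we tracked fluorescence each second for 180 s after compound, then for 180 s after EC20 dopamine to detect augmented signalling.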
An asterisk follows results filed as active; u = inconclusive; x = no result given. Unless noted, calls follow the shape of the dose curve; as a rule, active = well fitted curve in the direction sought with a large enough effect; inconclusive = small, poorly fitted or top-dose-only effect, or another doubt; inactive = no such curve, though single readings can be large; an effect the other way counts as inactive or inconclusive. A portion of the library; count on the stated rates, not on these rows.

SMILES	D1 potentiator	Vif-APOBEC3G blk	D1 antag	D1 agonist	RXFP1 antagonist	Glioma ERSR ind	Vif-A3F inh	RXFP1 agonist	D2 PAM
CCOC(=O)c1cccc(NC(=O)CCc2nnc3ccc(N4CCOCC4)nn23)c1	1.9	-0.3%	8.7	6.0	-16.3	1.0%	-1.0%	9.9%	10.0
COC(=O)NNC(=S)Nc1cc(OC)ccc1OC	0.0	-6.2%	-0.4	0.9	-29.2	-5.9%	-5.6%	1.6%	-3.8
O=c1c(-c2ccccc2)cnc2n1CCS2	-1.7	-3.0%	-1.4	0.9	3.6	-5.2%	u	6.7%	-2.9
O=C(C[n+]1cnn(CC(=O)c2ccc(Cl)cc2Cl)c1)c1ccc([N+](=O)[O-])cc1	-1.9	-20.6%	-2.2	-0.1	-12.2	-4.2%	8.8%	0.6%	5.3
CC[C@H](C)[C@@H](NC(=O)O[C@@H]1C(=O)c2cc(OC)ccc2O[C@H]1c1ccc(OC)c(Br)c1)C(=O)OC	-3.5	-1.0%	17.8	6.0	x	-1.2%	0.7%	1.8%	-2.6
Cc1ccc(NC(=O)c2ccc(-c3ccccc3)s2)cc1	-1.9	0.1%	2.5	-0.4	-12.7	5.2%	0.5%	u	-6.3
Cc1cc(C)cc(-n2c(C)nc3cc(C(=O)NCc4ccc(F)cc4)ccc32)c1	0.4	-0.6%	0.4	1.8	-2.5	-0.1%	-8.0%	0.7%	4.2
CN(C)c1ccc(C=NCCc2ccc(S(N)(=O)=O)cc2)cc1	-2.5	-0.3%	0.5	0.7	4.2	1.4%	-2.1%	0.0%	-10.0
CC(=O)c1ccc(N2CCN(S(=O)(=O)c3ccc4c5c3CC(=O)N5CC(C)S4)CC2)cc1 (stereo not drawn)	-12.9	-0.3%	-57.3*	7.1	6.6	-4.2%	0.9%	-0.4%	-2.3
CCc1c(O)cc2n(c1=O)-c1ccccc1C2(C)C	1.4	-1.1%	3.3	1.2	9.1	-0.6%	-9.0%	-3.8%	1.5
Cc1ccc(N2CCN(C(=O)C3CCCN(c4ncnc5c4nc4n5CCCCC4)C3)CC2)c(C)c1 (stereo not drawn)	2.9	0.7%	-11.1	10.1	7.0	-0.4%	-5.1%	-0.4%	13.2
CCCn1nc(NC(=O)c2ccccn2)c2cc3cc(C)ccc3nc21	7.8	2.3%	4.6	0.1	-10.0	-3.4%	-4.0%	1.7%	-7.2
O=C(CNS(=O)(=O)c1ccc(F)cc1)Nc1ccc(C(F)(F)F)cc1	-6.4	1.1%	-17.4	9.5	21.2	-3.1%	1.2%	0.4%	-3.9
CCNc1nc(NCC)n2c(SCC(=O)NC34CC5CC(CC(C5)C3)C4)nnc2n1	0.0	2.0%	3.0	2.4	12.2	-1.3%	-23.6%	-0.2%	-4.0
C=CCN(c1ccccc1)S(=O)(=O)c1cccc(C(=O)N2CC(C)CC(C)C2)c1 (stereo not drawn)	0.7	1.7%	-3.0	22.5	-24.0	-4.0%	2.1%	0.5%	5.8
CCc1ccc(NC(=O)COC(=O)c2cccs2)cc1	3.8	5.6%	6.1	1.6	-13.3	-1.5%	u	3.3%	-11.2
COc1ccc(CNC(=O)CN(C(=O)CCC(=O)Nc2nccs2)c2ccc(C)cc2)cc1	-5.5	-0.1%	8.3	1.8	-9.2	-4.5%	2.1%	-0.1%	x
CCOC(=O)c1ccccc1NC(=O)c1cc2c(s1)-c1c(C)cccc1OC2	-5.6	4.1%	5.0	1.1	-5.8	-5.5%	-4.5%	-1.2%	6.5
COC(=O)c1sccc1NC(=O)Nc1cc(C)ccc1OC	6.6	-0.6%	-19.8	3.6	9.4	2.7%	0.4%	2.6%	-10.7
c1ccc(Cc2cc[n+](Cc3ccccn3)cc2)cc1	-12.6	1.5%	-17.9	1.9	3.4	-3.7%	0.5%	0.6%	8.8
CCC(C)c1ccccc1OCCOCCN1CCCC1 (stereo not drawn)	-17.9	-0.4%	-30.0*	10.1	-6.3	-1.1%	2.5%	2.8%	-17.1
CCSc1nnc2c(n1)OC(c1cc(OC)c(OC)c(OC)c1)Nc1ccccc1-2 (stereo not drawn)	1.6	0.2%	-9.4	-0.5	2.5	0.1%	0.6%	4.1%	-8.3
O=C(CSc1nnc(CNC(=O)c2ccccc2)n1-c1cccc(Cl)c1)Nc1ccccc1F	4.5	-0.2%	-11.4	7.1	-19.5	-4.7%	4.9%	4.1%	-0.7
O=C1OC(NC(=O)c2ccccc2)C(n2cc(CO)nn2)=C1Cl (stereo not drawn)	-1.5	-0.6%	2.6	1.5	9.2	3.0%	4.1%	-0.5%	-5.9
CN(C(=O)CSc1nnc(-c2ccc([N+](=O)[O-])cc2)o1)c1ccccc1	0.2	x	-6.0	5.6	-2.0	x	x	-2.0%	-4.7
COc1cc(C(=O)OCc2ccccc2C#N)ccc1OCC(=O)N1CCOCC1	6.3	-9.2%	15.0	4.4	-2.6	-1.2%	4.5%	1.8%	5.9
O=C(O)c1ccc(S(=O)(=O)NC2CC2)cc1	-0.3	-7.5%	3.4	1.9	0.5	0.6%	7.9%	-1.7%	6.8
O=C(/C=C/c1ccc([N+](=O)[O-])cc1)c1ccco1	-6.5	2.9%	0.4	-1.7	-2.9	-4.1%	-7.9%	0.6%	4.8
CN(C)c1oc(-c2ccccc2[N+](=O)[O-])nc1C#N	-0.3	1.9%	7.3	-0.1	1.0	-0.7%	-7.7%	1.9%	5.8
CC(C)n1ncc2c(C(=O)NCCc3ccc(S(N)(=O)=O)cc3)cc(C3CC3)nc21	1.9	-0.2%	2.8	2.7	-0.2	-0.8%	-8.8%	-0.4%	-5.4
COc1ccc(N2CC(C(=O)NCCC3=CCCCC3)CC2=O)c(OC)c1 (stereo not drawn)	0.9	5.9%	4.7	0.9	-3.3	-3.7%	-10.6%	0.2%	-9.9
CCOc1ccccc1OCC(=O)NCc1ccco1	-4.1	0.0%	-12.7	2.4	-6.5	-3.8%	-9.9%	0.8%	-5.0
O=C(c1ccc(Br)cc1)c1cc([N+](=O)[O-])ccc1N1CCCCC1	5.0	u	7.4	4.1	-7.2	-8.3%	0.4%	5.6%	8.8
Nc1ccccc1SCc1cn2ccccc2n1	-0.9	0.4%	-14.2	-1.4	-24.0	-8.8%	-7.0%	0.5%	1.9
CN(Cc1ccccc1)C1CCNCC1	3.9	2.6%	7.9	1.6	11.3	-6.6%	-3.6%	-2.9%	-2.9
N#CC(C#N)=C/C=C(\Nc1ccc(Cl)cc1)c1ccc(Cl)cc1	-10.0	0.4%	-27.9	78.6*	1.2	1.2%	0.9%	0.8%	-7.5
CCCCOCCCNCc1cccn1CCN1CCOCC1	-8.9	1.7%	17.0	0.2	4.4	-1.7%	5.2%	-2.2%	-0.4
O=C(c1cc2cc(F)ccc2[nH]1)N1CCC(Cc2ccccc2)CC1	0.7	-5.7%	4.8	1.9	-11.0	0.9%	-5.9%	2.1%	x
COc1cccc(NC(=O)CN(C)C(=O)/C=C/c2ccc3ccccc3n2)c1	3.3	-7.0%	-46.0*	-1.3	-9.3	-1.6%	u	-0.3%	-1.2
Cc1cc(C(=O)CCC(=O)NC(C)c2ccc(S(N)(=O)=O)cc2)c(C)s1 (stereo not drawn)	-1.8	0.6%	4.2	0.7	-1.6	-6.3%	-20.6%	2.0%	-3.2

Overlap with the part before: three compounds; new compounds follow.
SMILES	D1 potentiator	Vif-APOBEC3G blk	D1 antag	D1 agonist	RXFP1 antagonist	Glioma ERSR ind	Vif-A3F inh	RXFP1 agonist	D2 PAM
O=C(c1cc2cc(F)ccc2[nH]1)N1CCC(Cc2ccccc2)CC1	0.7	-5.7%	4.8	1.9	-11.0	0.9%	-5.9%	2.1%	x
COc1cccc(NC(=O)CN(C)C(=O)/C=C/c2ccc3ccccc3n2)c1	3.3	-7.0%	-46.0*	-1.3	-9.3	-1.6%	u	-0.3%	-1.2
Cc1cc(C(=O)CCC(=O)NC(C)c2ccc(S(N)(=O)=O)cc2)c(C)s1 (stereo not drawn)	-1.8	0.6%	4.2	0.7	-1.6	-6.3%	-20.6%	2.0%	-3.2
O=C(Nc1cccc(S(=O)(=O)C(F)F)c1)c1ccc(S(=O)(=O)N2CCCC2)cc1	-10.7	-1.5%	-16.4	0.2	-39.6	-6.2%	0.6%	-0.1%	-15.1
O=C(CSc1nccn(-c2ccc(Br)cc2)c1=O)NC1CCCC1	1.9	5.9%	5.8	1.2	-16.2	-1.7%	-9.7%	2.0%	0.7
CC(=O)Nc1cccc(NC(=O)CSc2nnnn2-c2ccc3c(c2)OCO3)c1	-5.0	x	6.5	1.6	x	x	x	0.1%	-9.7
COc1ccc(C(C(=O)NC(C)(C)C)N(C(=O)CCC(=O)Nc2cc(C)on2)c2c(C)cccc2C)cc1 (stereo not drawn)	4.8	-0.3%	4.0	1.6	-11.1	-1.4%	13.2%	-0.2%	-10.3
CCCn1c(=O)c2sccc2n2c(CCCC(=O)NCC3CCCO3)nnc12 (stereo not drawn)	3.9	0.1%	-12.2	2.8	4.0	-4.8%	1.8%	u	-3.9
Cc1ccc(NC(=O)CC2SC3=NCCN3C2=O)cc1 (stereo not drawn)	-8.3	-0.4%	2.7	0.3	5.0	-3.0%	12.4%	0.4%	-6.3
CC(C)(C)C(=O)CNS(=O)(=O)c1ccc(S(=O)(=O)NC2CCCC2)cc1	0.8	-6.5%	5.7	6.9	-1.5	-2.1%	-6.0%	2.2%	-2.1
O=C(NCc1ccco1)C12CC3CC(CC(C3)C1)C2	-6.7	0.9%	8.8	-0.8	-32.7	1.1%	3.3%	-0.6%	10.9

High-throughput results from PubChem BioAssay.
